# Screening data: PubChem BioAssay, Sanford-Burnham Center for Chemical Genomics
# 697 NFkB inh = inhibitors of the PMA/ionomycin-induced NF-kB reporter in 697 B cells | 697 B-cell NF-kB luciferase reporter, 16 h | inhibition, % at 4 µM | 330,000 tested, 0.33% active; in the data active = inhibition above about 35%
# CXCR6 block = CXCR6 (human) receptor inhibition. CHO-K1 PathHunter CXCR6 beta-arrestin, luminescence. inhibition, % at 20 µM. O00574. 360,000 tested, 0.36% active; in the data active = inhibition above about 34%, passing the limit was not always enough;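 note: antagonist mode with CXCL16 agonist at 10 nM final; 0% = 10 nM CXCL16 with DMSO and 100% = unstimulated wells without agonist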
# Target sequence (O00574 whole entry, looked up): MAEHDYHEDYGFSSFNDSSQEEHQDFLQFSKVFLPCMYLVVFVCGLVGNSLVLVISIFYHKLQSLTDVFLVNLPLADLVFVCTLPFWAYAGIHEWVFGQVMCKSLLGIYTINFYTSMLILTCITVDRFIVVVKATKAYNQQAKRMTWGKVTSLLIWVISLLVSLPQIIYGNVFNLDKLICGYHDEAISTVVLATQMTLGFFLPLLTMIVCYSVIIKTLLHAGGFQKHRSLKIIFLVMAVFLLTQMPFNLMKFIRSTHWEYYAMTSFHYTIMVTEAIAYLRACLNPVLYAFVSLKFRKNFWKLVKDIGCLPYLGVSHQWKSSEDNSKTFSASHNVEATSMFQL
# Jurkat NFkB inh = lowers PMA/ionomycin-induced NF-kB signal in Jurkat cells. 330,000 tested, 0.53% active. inhibition, % at 4 µM. PMA/ionomycin-induced NF-kB luciferase reporter, luminescence; in the data active = inhibition above about 50%
# CCR6 antagonist = blocks CCL20-driven beta-arrestin recruitment at human CCR6; 340,000 tested, 0.49% active; inhibition, % at 20 µM; AID 493098; P51684; CHO-K1 CCR6 PathHunter beta-arrestin, luminescence, CCL20-stimulated;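 active = compounds whose inhibition of the agonist-driven luminescence signal at 20 µM reaches about 50%, limit read from the data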;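 note: cells stimulated with CCL20 at 14 nM final; plate controls were DMSO with CCL20 for no effect and DMSO without agonist for full effect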
# Target sequence (P51684 whole entry, looked up): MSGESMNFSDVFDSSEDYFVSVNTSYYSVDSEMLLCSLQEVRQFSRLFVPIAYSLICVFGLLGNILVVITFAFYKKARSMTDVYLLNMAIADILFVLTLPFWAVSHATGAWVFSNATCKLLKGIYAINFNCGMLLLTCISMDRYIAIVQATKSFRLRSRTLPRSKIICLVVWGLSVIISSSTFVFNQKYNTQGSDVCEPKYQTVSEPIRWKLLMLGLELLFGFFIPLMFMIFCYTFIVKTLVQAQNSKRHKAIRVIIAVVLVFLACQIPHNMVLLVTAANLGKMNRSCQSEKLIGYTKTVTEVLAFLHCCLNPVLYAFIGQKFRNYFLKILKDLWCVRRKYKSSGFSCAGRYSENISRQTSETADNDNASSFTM
# Mdm2 MdmX PPI = disrupts the human Mdm2-MdmX interaction | O15151+Q00987 | SaOS-2 split-luciferase Mdm2/MdmX complementation, luminescence | inhibition, % at 8 µM | 330,000 tested, 3% active;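 active = inhibition of at least 50% at 8 µM in the primary screen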
# EBI2 block = EBI2 (human) antagonism; P32249; EBI2 beta-arrestin recruitment, luminescence, 7a,25-OHC stimulated; inhibition, % at 5 µM; 360,000 tested, 0.81% active; in the data active = inhibition above about 38%;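 note: enzyme fragment complementation signal reports receptor beta-arrestin coupling in cells; 0% = agonist plus DMSO wells and 100% = wells without agonist; some results beyond the cut were filed as inactive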
# Target sequence (P32249 whole entry, looked up, the tested form may be a part): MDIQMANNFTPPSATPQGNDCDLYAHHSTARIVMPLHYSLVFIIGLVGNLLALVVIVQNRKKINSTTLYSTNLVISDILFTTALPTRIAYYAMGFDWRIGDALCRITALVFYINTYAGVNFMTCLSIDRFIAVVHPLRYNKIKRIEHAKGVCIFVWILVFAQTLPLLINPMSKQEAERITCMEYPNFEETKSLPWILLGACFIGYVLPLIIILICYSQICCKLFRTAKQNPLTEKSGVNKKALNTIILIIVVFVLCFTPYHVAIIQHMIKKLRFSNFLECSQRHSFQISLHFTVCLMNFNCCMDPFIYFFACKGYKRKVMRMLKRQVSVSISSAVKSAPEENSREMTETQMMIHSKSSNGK
# XBP1 UPR activ = activators of adaptive arm of unfolded protein response (XBP1). CHO-XBP1 luciferase reporter, IRE1-XBP1 UPR activation, luminescence; percent of tunicamycin response, DMSO as zero. activation, % at 20 µM. 330,000 tested, 0.33% active;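 active = versus positive control, 20 µM dose yields 30% or more activation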;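 note: 100% = tunicamycin at 10 µg/mL and 0% = DMSO only wells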
#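 Assay system: CHO-XBP1 luciferase reporter cells; Schedule: 6 h treatment, 37 °C; Detection: glow luminescence from Steady-Glo reagent; Benchmarks: high control tunicamycin 10 µg/mL final, low control DMSO vehicle only.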
# Gli-Sufu antag = blocks Gli-Sufu signaling in a luciferase reporter; AID 588413; 340,000 tested, 0.74% active; Sufu-KO-LIGHT fibroblasts, Gli luciferase reporter luminescence; inhibition, % at 5 µM;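 active = inhibition above about 55%, limit read from the data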;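 note: 0% = DMSO-treated cells and 100% = wells with medium but no cells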
# CHOP UPR activ = apoptotic UPR (CHOP) activation | CHO-CHOP luciferase reporter, luminescence; percent of tunicamycin response over DMSO baseline | activation, % at 10 µM | 330,000 tested, 0.34% active | AID 449763;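 active = at 10 µM dose, activation of 40% or more, normalized to positive control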;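 note: 100% = tunicamycin at 10 µg/mL and 0% = DMSO alone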
#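 measured by = luciferase luminescence | assay system = CHO-CHOP cells, stable luciferase reporter of PERK-eIF2a-CHOP signalling | amount = 500 reporter cells seeded per well | timing = 6 h compound exposure at 37 °C after overnight seeding | controls = positive tunicamycin 10 µg/mL, negative DMSO alone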
# Starred values were filed as active, the others as inactive; x = no result given; & = joins results of further samples.
SMILES,697 NFkB inh,CXCR6 block,Jurkat NFkB inh,CCR6 antagonist,Mdm2 MdmX PPI,EBI2 block,XBP1 UPR activ,Gli-Sufu antag,CHOP UPR activ
COc1ccc(C(=O)n2nc(C)c(Br)c2C)cc1,-9,4,-11,0,8,-7,-2,-1,1.2
Oc1ccccc1CN1CCCC(N2CCc3ccccc3C2)C1 (stereo not drawn),-4,12,-9,-1,-6,6,2,18,-3.2
COc1cccc(/C=C/C(=O)OCC(=O)Nc2ccc(Cl)cn2)c1,12,1,-13,x,-13,-6,0,x,1.4
O=C(COc1cccc2c1CCN(Cc1ccc(Cl)cc1)C2=O)N1CCOCC1,4,-2,-15,5,18,-7,-2,-22,5.8
O=C(Cn1c(-c2ccccc2)c[n+]2ccsc12)c1ccc([N+](=O)[O-])cc1,-31,-3,-14,-7,-15,-9,5,39,2.0
CCN(CC(=O)NCc1cccs1)CC(=O)Nc1ccc(C(N)=O)cc1,8,0,3,8,-8,1,3,-9,2.1
O=C(NNC(=O)c1cccc2ccccc12)c1cccc(Cl)c1,x,-11,x,10,x,1,x,4,x
CC(C)CC(=O)Nc1nnc(CCc2ccccc2)s1,-1,7,-8,16,12,7,2,-16,2.6
Cc1ccc(NC(=S)N2CCN(S(C)(=O)=O)CC2)cc1Cl,-4,-7,5,-11,32,4,-1,6,1.0
COc1ccc(-n2c(SCC(=O)Nc3cccc(C(=O)O)c3)nnc2-c2ccco2)cc1,12,-2,0,-4,0,-10,-3,-4,3.5
CCOc1ccccc1NC(=O)CSc1nnnn1-c1ccccc1,11,2,-2,3,14,-3,-2,-5,-0.5
COc1ccc(/C=C/C(=O)O)cc1S(=O)(=O)Nc1ccc2c(c1)OCO2,13,3,18,5,18,-4,-3,1,2.5
Nc1cc(C(=O)c2cccs2)ccc1Cl,-2,10,5,21,14,11,2,3,-1.0
Cn1c(N/N=C/c2cc3ccccc3nc2Cl)nc2ccccc21,-46,4,-54,19,-107,-6,0,-152,2.0
CC(NC(=O)Nc1ccc(F)cc1F)c1ccc2c(c1)OCO2 (stereo not drawn),-18,-3,-10,-4,5,2,-3,8,0.9
O=C(O)Cc1sc(N/N=C\c2ccncc2)nc1-c1ccccc1,32,-2,1,3,15,12,-2,-2,0.1
O=C(Nc1ccccc1C(=O)N1CCN(c2cccc(Cl)c2)CC1)C1=CSCCO1,-41,8,4,18,-4,-3,-9,-20,0.7
O=C(O)c1ccccc1-c1c2cc(I)c(=O)c(I)c-2oc2c(I)c(O)c(I)cc12,-1,39&36,11,49,-3,27&19,-8,8,-0.8
COc1ccc(CCNC(=O)CSc2nc(O)cc(=O)[nH]2)cc1OC,14,-6,9,11,-10,-2,-3,3,-1.3
CCCCC(=O)Nc1cccc(-c2nn3c(C)nnc3s2)c1,26,1,10,8,29,-1,-1,8,-1.6
Cc1nc2cc(NCc3ccccc3O)ccc2n1Cc1ccccc1,-5,2,-6,28,5,-2,2,-17,6.0
O=C(Nc1cccc(S(=O)(=O)N2CCCCC2)c1)[C@@H]1CCCN1S(=O)(=O)c1ccccc1C(F)(F)F,x,6,x,8,x,5,x,-20,x
CN1CCN(S(=O)(=O)c2ccc(NC(=O)c3cccc(F)c3)cc2)CC1,-14,5,-27,-11,23,2,-3,-4,0.0
CCN(CC)CCCN1C(=O)C(=O)/C(=C(/O)c2ccc3c(c2)OCCO3)C1c1ccco1 (stereo not drawn),11,-9,-12,7,4,-1,0,5,0.7
CC(C)C[C@H](NC(=O)NCCC1=CCCCC1)C(=O)O,13,-2,0,1,17,0,-4,4,0.3
CCCCOc1ccc(C(=O)Nc2cc(C)c(OCC(=O)N3CCOCC3)c(C)c2)cc1,7,1,-23,9,14,1,0,7,2.4
CCC1Oc2ccccc2N(CC(=O)NCCN2CCCC2)C1=O (stereo not drawn),11,0,12,-9,3,-12,-3,-6,3.3
Cc1ccc(C)c(NC(=S)N(C)C)c1,14,-2,15,-6,4,-6,-2,-6,4.8
COc1cccc(OC)c1OC(=O)/C=C/c1ccc(C)o1,4,9,13,7,21,7,3,10,-0.4
O=S(=O)(NCC1COc2ccccc2O1)c1ccccc1F (stereo not drawn),-9,-8,12,12,-4,2,-1,3,-0.2
CCn1cc(C(=O)NCc2ccc3c(c2)OCO3)c(=O)c2cc(S(=O)(=O)N(C)C)ccc21,-8,7,-3,8,50,-4,-2,3,7.1
CCC1CCCCN1CCCNC(=O)CCNC(=O)Cn1cnc2ccccc2c1=O (stereo not drawn),-7,1,-4,-2,13,1,1,-8,-0.4
CCOC(=O)CN1C(=O)C(CC)Oc2ccc(Cl)cc21 (stereo not drawn),15,-1,6,-1,19,9,-3,6,0.7
CN(C)S(=O)(=O)N(CC(=O)Nc1ccc2ccccc2c1)c1ccccc1,-21,-4,5,-1,3,9,-3,7,0.2
CC1(c2cccc(Br)c2)NC(=O)N(CC(=O)NCC2CCCO2)C1=O (stereo not drawn),8,0,6,-5,1,-3,-3,-10,-0.1
CC1SC2(NC1=O)C1CC3CC(C1)CC2C3 (stereo not drawn),17,-3,4,8,26,11,1,0,0.1
CC(=O)c1c(C)nc2cc(Cl)ccc2c1N,-3,0,-2,9,11,-22,2,-6,0.5
O=C(CS(=O)c1ccc(F)cc1)N1CCOCC1 (stereo not drawn),10,-2,-12,12,-14,-14,-1,1,-1.6
Cc1nn2cnc3sc4c(c3c2nc1=O)CCCC4,1,0,-13,12,-3,-1,1,0,-1.2
COc1ccc2c(c1)CC/C2=N\OC(=O)c1ccccc1C,-93,-6,-88,12,100*,18,-3,-47,5.7

# Record cards, from the list above. Screens in order: 697 NFkB inh	CXCR6 block	Jurkat NFkB inh	CCR6 antagonist	Mdm2 MdmX PPI	EBI2 block	XBP1 UPR activ	Gli-Sufu antag	CHOP UPR activ
# Profile of COc1cccc(OC)c1OC(=O)/C=C/c1ccc(C)o1 : 4	9	13	7	21	7	3	10	-0.4
# Profile of CN1CCN(S(=O)(=O)c2ccc(NC(=O)c3cccc(F)c3)cc2)CC1 : -14	5	-27	-11	23	2	-3	-4	0.0
# Profile of CN(C)S(=O)(=O)N(CC(=O)Nc1ccc2ccccc2c1)c1ccccc1 : -21	-4	5	-1	3	9	-3	7	0.2
# Profile of CC(=O)c1c(C)nc2cc(Cl)ccc2c1N : -3	0	-2	9	11	-22	2	-6	0.5
# Profile of O=S(=O)(NCC1COc2ccccc2O1)c1ccccc1F (stereo not drawn) : -9	-8	12	12	-4	2	-1	3	-0.2

# Next records follow:
SMILES,697 NFkB inh,CXCR6 block,Jurkat NFkB inh,CCR6 antagonist,Mdm2 MdmX PPI,EBI2 block,XBP1 UPR activ,Gli-Sufu antag,CHOP UPR activ
CC1CCN(C(=O)Cn2cc(C#N)c3ccccc32)CC1,14,15,6,14,6,0,-1,-2,0.3
COCCN1CC(CNC(=O)c2cc(COc3ccc(C)c(C)c3)on2)CC1=O (stereo not drawn),-22,3,1,-14,-6,-16,-4,-4,3.7
O=C(Cn1c(SCc2ccccc2)nc2ccccc21)N1CCOCC1,-40,2,-5,-3,1,1,1,4,2.2
Cc1ccsc1C(=O)N1CCN(c2ccccn2)CC1,-24,4,-4,0,-11,0,-4,2,2.0
CCOC(=O)CCC(=O)N1CCOCCOCCOCC1,8,7,1,-12,24,2,-2,-19,1.0
CC(Oc1cc2oc(=O)c3c(c2cc1Cl)CCC3)C(=O)NCc1ccncc1 (stereo not drawn),8,3,11,9,1,7,-4,-16,-2.2
C(=N/Nc1nc(-c2ccccc2)cc(-c2ccccc2)n1)/c1cccnc1,-7,9,-33,-7,32,-3,6,-19,6.9
CCCN1CCC(NC(=O)CCc2nnc(Cc3cc(OC)ccc3OC)o2)CC1,5,9,-19,4,0,5,-3,12,2.0
O=C(CN1C(=O)NC2(CCCCCC2)C1=O)c1cccs1,9,-4,7,2,-10,0,2,-1,2.9
CCCCn1c(N)c(N(CCC(C)C)C(=O)c2ccccc2-n2cnnn2)c(=O)[nH]c1=O,6,7,-2,-1,5,-3,-1,1,0.9
CCCCN1CC(=O)N2[C@H]3c4cc(Cl)ccc4OC[C@@H]3[C@H](C(=O)OCC)[C@]2(C)C1=O,-5,-6,-16,6,7,-10,0,-8,0.1
CCOC(=O)[C@@H]1[C@H]2COc3ccccc3[C@@H]2N2C(=O)N(c3ccc(C)cc3)C(=O)[C@]12C,17,2,3,19,19,-7,-1,-3,0.3
CC(=O)NC1CCC(C(=O)O)(c2ccccc2)C1 (stereo not drawn),11,-8,5,-13,16,-9,-6,1,-1.1
Cn1nccc1C(=O)NCCN1C(=O)OC(C)(C)C1(C)O (stereo not drawn),4,-11,8,5,3,4,1,4,0.0
CCN1C(=O)c2cccc3c(NC(=O)c4ccc(S(=O)(=O)N(C)C)cc4)ccc1c23,13,6,-13,29,59*,2,7,19,-3.2
Cc1ccc2cc(CN(Cc3ccco3)C(=O)c3ccco3)c3nnnn3c2c1,-30,14,-11,-1,11,-3,3,-2,2.2
CCC1CCCCN1S(=O)(=O)c1ccc(NC(=O)c2ccncc2)cc1 (stereo not drawn),-32,-26,25,8,14,1,-2,58*,3.2
CCC(COC(=O)Nc1ccccc1)NC(=O)OC(C)C (stereo not drawn),19,-2,-26,1,16,9,-3,2,-1.5
CC1(C)CC(C)(c2ccc(O)cc2O)N(c2cccc(Cl)c2)C(=S)N1 (stereo not drawn),7,8,-6,34,15,1,-3,8,-2.7
CC(=O)Nc1c(O)n(C)c2ccccc12,3,5,8,-7,11,-12,-4,-12,0.6
CC(O)CNc1nc2c(c(=O)n(C)c(=O)n2C)n1Cc1cccc(Br)c1 (stereo not drawn),-35,9,-13,7,-1,-10,5,8,-3.6
N#CC1(CCCN2CCCCC2)c2ccccc2CCc2ccccc21,1,5,-5,24,15,5,2,13,1.5
Cc1ccsc1/C=N/NC(=O)C(O)c1ccccc1 (stereo not drawn),4,-7,4,-3,29,3,0,-5,1.4
COc1ccc(NC(C)=O)cc1S(=O)(=O)N1CCN(C/C=C/c2ccccc2)CC1,13,-3,-6,3,17,-1,-1,9,-2.6
O=c1ccc(Br)c[nH]1,12,-1,4,13,14,9,2,-17,-2.6
COc1ccc2c(C#N)c3ccccn3c2c1,14,-28,-12,-33,22,-6,10,-12,0.0
COc1ccc(-c2sc(C(=O)c3ccc(Cl)cc3Cl)cc2CC(=O)O)cc1,-26,-6,23,-5,46,-1,0,-1,0.3
O=C(O)C(c1ccccc1)N1C(=O)/C(=C\c2ccc(O)c(O)c2)SC1=S (stereo not drawn),6,42*,1,53*,-17,10,3,5,-1.2
Cc1cc(C)c2cccc(NC(=S)NC(=O)c3ccccc3)c2n1,2,30,-6,69*,8,15,0,5,-1.2
CCC(CO)NCCNC(CC)CO (stereo not drawn),3,1,-6,-8,5,-5,-2,0,-0.3
CCc1ccc(NC(=O)c2cc3c(C)nc4ccccc4c3o2)cc1,-18,-4,-3,-3,10,20,1,24,2.9
Cc1ccc(CSc2nncn2-c2ccccn2)cc1,1,0,-5,-1,-23,-32,7,-2,-0.6

# Look-ups from the entries so far.
# CHOP UPR activ with COc1ccc2c(C#N)c3ccccn3c2c1 → 0.0
# Mdm2 MdmX PPI with O=c1ccc(Br)c[nH]1 → 14
